p47phox inh: inhibitors of human p47phox binding; P14598; p47phox/p22phox peptide binding, fluorescence polarization, 2 h; inhibition, % at 24.7 µM; actives 0.53% (n = 220,000);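 note: 0% = p47phox with labelled peptide and 100% = labelled peptide alone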
Cl transport mod: modulators of human KCC2 chloride dependent transport | actives 2.2% (n = 190,000) | Q9H2X9 | KCC2 cells, thallium flux FluoZin-2 fluorescence | AID 1456 | B-score of Tl+ flux slope (higher = more flux/activation; lower = inhibition) at 10 µM;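 active = thallium flux slope and its plate-corrected score both differing from the plate sample mean at a set confidence after two filtering rounds, in either direction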;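 note: slope of fluorescence scaled to starting intensity during 10 to 20 s after thallium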
Target sequence (Q9H2X9 whole entry, looked up): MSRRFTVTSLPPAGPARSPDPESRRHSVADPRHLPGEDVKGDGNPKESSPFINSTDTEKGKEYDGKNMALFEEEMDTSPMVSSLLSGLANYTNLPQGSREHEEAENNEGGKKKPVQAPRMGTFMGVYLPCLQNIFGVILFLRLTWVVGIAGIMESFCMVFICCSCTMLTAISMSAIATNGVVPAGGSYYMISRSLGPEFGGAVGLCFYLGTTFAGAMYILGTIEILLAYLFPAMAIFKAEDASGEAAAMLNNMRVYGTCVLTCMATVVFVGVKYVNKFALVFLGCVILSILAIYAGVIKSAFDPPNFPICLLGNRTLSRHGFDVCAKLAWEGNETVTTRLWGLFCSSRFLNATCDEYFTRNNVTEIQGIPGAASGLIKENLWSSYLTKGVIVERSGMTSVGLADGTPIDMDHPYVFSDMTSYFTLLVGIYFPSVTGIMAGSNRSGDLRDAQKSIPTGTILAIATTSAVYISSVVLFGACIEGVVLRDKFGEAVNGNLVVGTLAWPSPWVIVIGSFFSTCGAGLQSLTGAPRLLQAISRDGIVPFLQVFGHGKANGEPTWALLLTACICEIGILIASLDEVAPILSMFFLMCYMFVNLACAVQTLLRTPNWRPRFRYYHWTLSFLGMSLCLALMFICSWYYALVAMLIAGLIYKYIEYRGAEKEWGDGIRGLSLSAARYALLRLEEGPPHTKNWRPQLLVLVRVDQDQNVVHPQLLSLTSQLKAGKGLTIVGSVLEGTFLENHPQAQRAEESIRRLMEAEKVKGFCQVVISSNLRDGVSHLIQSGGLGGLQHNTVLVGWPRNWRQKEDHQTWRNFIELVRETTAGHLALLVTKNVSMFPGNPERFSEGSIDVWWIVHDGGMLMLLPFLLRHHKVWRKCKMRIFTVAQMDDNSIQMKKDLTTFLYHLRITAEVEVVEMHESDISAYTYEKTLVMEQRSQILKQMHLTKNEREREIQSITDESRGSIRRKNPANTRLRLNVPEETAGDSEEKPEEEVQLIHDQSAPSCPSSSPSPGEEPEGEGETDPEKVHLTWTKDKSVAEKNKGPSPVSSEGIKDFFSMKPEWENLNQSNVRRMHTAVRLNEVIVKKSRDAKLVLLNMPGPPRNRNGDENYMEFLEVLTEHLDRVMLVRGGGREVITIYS
Furin inh: blocks human furin protease activity. purified furin, fluorogenic substrate cleavage. inhibition, % at 30 µM. P09958. AID 463115. actives 0.061% (n = 220,000); in the data active = inhibition above about 25%; note: inactives centre near -15
KLK5 inh: blocks human kallikrein 5 protease activity; recombinant hK5, fluorogenic AMC substrate cleavage; inhibition, % at 5 µM; actives 0.59% (n = 210,000); AID 873;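 active = inhibition of 40% or more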;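 note: 0% = enzyme controls without compound and 100% = no-enzyme blanks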
eIF4E-4G inh: eIF4E/eIF4G interaction inhibition in translation initiation; P63073+Q04637; TR-FRET eIF4E-eIF4GI(517-606) binding, 2 h; inhibition, % at 21.7 µM; actives 0.37% (n = 220,000);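 note: 0% = full FRET control wells and 100% = background wells lacking eIF4GI fragment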
EBV gp42 block: EBV gp42 inhibition; Q1HVG2; Fluorescence polarization binding assay, mP read-out; inhibition, % (tested at 21.74 µM); actives 0.42% (n = 220,000); AID 1085; in the data active = inhibition above about 50%
Rad51 HR inh: blocks human Rad51 in homologous recombination; Q06609; hRad51 DNA strand exchange, fluorescence dequenching; inhibition, % at 10 µM; actives 0.085% (n = 200,000);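 active = inhibition above 40% at the single screening dose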;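 note: 0% = DMSO control wells and 100% = blanks with heterologous ssDNA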
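Material: hRad51 filaments on single-stranded DNA; Reagent: Donor/quencher-labelled 47-bp dsDNA substrate; Compound: 10 µM final, single point; Schedule: 37 °C 15-min filament assembly, 30-min compound preincubation, 15-min exchange; Technique: FRET fluorescence, excitation 485 nm, emission 520 nm; Benchmarks: control wells and blank wells on each plate.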
Thrombin inh: inhibitors of human thrombin; actives 0.26% (n = 220,000); alpha-thrombin, Boc-VPR-AMC fluorogenic substrate cleavage; AID 1046; P00734; inhibition, % at 5 µM;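 active = inhibition at or above 40%; inactive = inhibition below 40%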;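 note: 0% = enzyme with no compound and 100% = wells without enzyme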
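Assay system: human alpha-thrombin enzyme. Reagent: Boc-VPR-AMC substrate, 15 µM final. Compound dosing: one concentration per compound, 5 µM, with 0.2% DMSO. Incubation: room-temperature reaction. Technique: AMC fluorescence, 355/460 nm. Measure: % inhibition relative to enzyme controls and enzyme-free blanks.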
14-3-3 Bad inh: disrupts binding of bovine 14-3-3 zeta to phospho-Bad peptide; TR-FRET 14-3-3zeta/Dy647-pBad peptide displacement, 1 h; inhibition, % at 21.7 µM; actives 0.71% (n = 220,000);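 active = inhibition above about 70%, limit read from the data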;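 note: 0% = full 14-3-3 plus peptide FRET controls and 100% = background without 14-3-3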
Active calls of the source: *; . = not tested or not shown; [ ] = dose if it differs, or a comment.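 Rule for the calls, unless noted: active = inhibition above about 30% (limit read from the data); inactive = the rest.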 An unsorted share of the library, and some 4.7% of all compounds hit somewhere here.

compound	p47phox inh	Cl transport mod	Furin inh	KLK5 inh	eIF4E-4G inh	EBV gp42 block	Rad51 HR inh	Thrombin inh	14-3-3 Bad inh
NC(=O)c1cnn(Cc2ccc(Cl)cc2)c1N	2	0.38	-25	-1	4	0	-3	-2	-7
O=C(NC1CCCCC1)C(c1cccs1)N(C(=O)c1ccccn1)c1ccccc1 (stereo not drawn)	-16	-1	-5	-3	1[fluorescence artefact?]	-10	.	1	-16
Cc1cnc(NC(=O)CSc2nnc(-c3ccc(Cl)cc3Cl)n2N)s1	-15	.	-21[20 µM]	3	-3[fluorescence artefact?]	-13	-11	13	-7
NC(=O)C1CC=CCC1C(=O)OCC(Cl)=C(Cl)Cl (stereo not drawn)	-8	0.61	-8	-4	1	-16	-4	1	-9
CC(=O)NCCSCCNC(C)=O	-8	0.54	-7	-8	5	0	1	0	-11
NS(=O)(=O)c1cccc(NC(=O)COC(=O)c2cc(Cl)ccc2[N+](=O)[O-])c1	-3	1.4	-13	5	-12	-4	-3	-4	2
Cc1c(C(=O)O)sc2nc(SCC(=O)Nc3ccc(S(=O)(=O)NCCCC(=O)O)cc3)[nH]c(=O)c12	.	0.2	-35	12	2	-8	.	-2	2
O=C(COc1ccccc1)Nc1ccncc1	-1	-0.19	-26	5	5	-22	3	0	0
C=CCN1C(=O)C(O)(CC(=O)c2ccccn2)c2ccccc21 (stereo not drawn)	-2	0.69	-20	13	-2	4	-5	1	-4
Clc1ccccc1CSC1=NCCN1	-1	1.3	-19	-16	-6	-10	8	3	-2
N=C1C(c2ccccc2)=C(O)CN1CCO	.	-0.34	-34	-9	1	-4	.	0	-17
CC(=O)c1cccc(NC(=O)COC(=O)COc2ccc(Cl)cc2)c1	-18	-0.73	-29	6	0	-7	24	-11	-17
O=C(NNC(=O)c1c(F)cccc1F)c1sccc1-n1cccc1	-8	1.1	-9	4	3	-7	-2	-1	0
Cn1c(SCC(=O)c2ccccc2)nc2cccnc21	-5	-0.48	-21[20 µM]	-11	-18	-9	-2	0	5[fluorescence artefact?]
Cc1cc(C)c(NC(=O)CSc2nnc(Cc3cccn3C)n2-c2ccc(F)cc2)c(C)c1	-4	-0.17	-23	4	6	-1	-4	10	-16
O=S(=O)(Nc1ccc(Cl)cc1)c1ccc(N2CCOCC2)c(NC(=S)NC2CC2)c1	1	-0.37	-23	0	1	-15	-19	-12	-13
O=C1C2ON(c3ccccc3)C(c3ccccn3)C2C(=O)N1c1ccc(Br)cc1 (stereo not drawn)	1	.	-9	-20	8	-5	-12	-2	4
O=C(COC(=O)c1ccc(NS(=O)(=O)c2ccc(Br)s2)cc1)NC1CCCC1	-9	-0.11	-35	2	-2	-14	-2	-1	-5
CCC(=O)N(Cc1cccs1)C1CCOC(C)(C)C1 (stereo not drawn)	-3	.	-7	9	-1	-3	-6	4	4
CCOc1ccc(C(C)(N)C(=O)O)cc1 (stereo not drawn)	-3	0.52	-16[20 µM]	3	1	-13	1	-7	1
COCCCN(C(=S)NC(=O)C(C)(C)C)c1c(N)n(Cc2ccccc2)c(=O)[nH]c1=O	0	0.78	-16	6	-1	-5	9	-4	-3
S=C(Nc1cccc(Br)c1)c1ccccc1	-10	3.7*	-8	-13	1	-3	11	-10	-4
CCc1ccc(NC(=S)/N=C(\N)Nc2nc(C)c3cc(CC)ccc3n2)cc1	-8	0.29	7	9	1	-18	-25	0	0
Nc1ncnc2c1ncn2Cc1ccccc1	-1	0.99	-28	2	10	-26	3	-3	-8
Cc1cc(C)n(-c2nc(Nc3ccccc3)nc(-n3nc(C)cc3C)n2)n1	14	0.032	-18	5	-32	-7	-7	2	21[fluorescence artefact?]
CNC(=O)c1cc2ccccc2o1	-9	0.66	-19[20 µM]	-23	3[fluorescence artefact?]	-25	6	4	0
COC(=O)c1ccc(CN2C(=O)NC3(CCCCC3C)C2=O)o1 (stereo not drawn)	-3	0.29	-17	-2	-18[fluorescence artefact?]	-39	-1	4	7[fluorescence artefact?]
Cc1c(C(=O)NCCO)sc2nc3n(c(=O)c12)CCC3	-3	0.63	-26	.	2	1	.	-1	11
COc1ccccc1NC(=O)CSc1nnc(CCC(=O)Nc2ccccc2F)n1C	-3	-0.9	-10	7	5	-18	16	4	-1
CSc1oc(-c2ccc(F)cc2)nc1S(=O)(=O)c1ccc(F)cc1	-6	0.0077	6	-3	-4	-3	-2	-4	-5

Pulled one by one from the list above:
compound	p47phox inh	Cl transport mod	Furin inh	KLK5 inh	eIF4E-4G inh	EBV gp42 block	Rad51 HR inh	Thrombin inh	14-3-3 Bad inh
COCCCN(C(=S)NC(=O)C(C)(C)C)c1c(N)n(Cc2ccccc2)c(=O)[nH]c1=O	0	0.78	-16	6	-1	-5	9	-4	-3
CNC(=O)c1cc2ccccc2o1	-9	0.66	-19[20 µM]	-23	3[fluorescence artefact?]	-25	6	4	0
COc1ccccc1NC(=O)CSc1nnc(CCC(=O)Nc2ccccc2F)n1C	-3	-0.9	-10	7	5	-18	16	4	-1
CCOc1ccc(C(C)(N)C(=O)O)cc1 (stereo not drawn)	-3	0.52	-16[20 µM]	3	1	-13	1	-7	1
O=S(=O)(Nc1ccc(Cl)cc1)c1ccc(N2CCOCC2)c(NC(=S)NC2CC2)c1	1	-0.37	-23	0	1	-15	-19	-12	-13

(listing goes on)
compound	p47phox inh	Cl transport mod	Furin inh	KLK5 inh	eIF4E-4G inh	EBV gp42 block	Rad51 HR inh	Thrombin inh	14-3-3 Bad inh
COCCOC(=O)c1c(C)oc2ccc(NS(=O)(=O)c3cccs3)cc12	-10	-0.4	-27	-8	-3	-6	2	-10	-1
O=C(/C=C/c1cc2c(cc1Br)OCO2)NCc1ccc(F)cc1	2	.	-14[20 µM]	7	-11	-19	10	5	-16
O=C(CN(Cc1cccs1)C(=O)CN1C(=O)COc2ccccc21)NCc1ccco1	2	.	-7	2	10	-27	-4	-2	1
COc1ccc(-n2c(SCC(=O)Nc3ccc4c(c3)OCO4)nnc2C(C)N2CCCCC2)cc1 (stereo not drawn)	0	0.15	-24	-2	4	-11	1	-3	-11
Cc1c(C=O)c2ccccc2n1CC(=O)O	2	.	-15	1	6	-6	-2	-9	14
COc1ccc(OCCC(=O)OCC(=O)Nc2cccc(Br)c2)cc1	-21	-0.74	-18	-6	1	-6	-16	0	-6[fluorescence artefact?]
C=CCOC(=O)/C(=C\C=C\c1ccccc1)NC(=O)c1ccccc1	-40	-3.7	-1	-4	-6[fluorescence artefact?]	-13	-1	-5	-8
Cn1c(=O)c2[nH]c(-c3ccccc3)nc2n(C)c1=O	-9	0.14	-9	-6	-4	-10	-3	2	-12
C=CCNC(=S)NNC(=O)c1ccc(Br)o1	-12	0.65	-6	-27	0	-16	-28	-1	-1
Cc1ccccc1Nc1nc(N)nc(CSc2ccc(F)cc2)n1	.	-2.6	-16	-1	2	-5	.	-3	-11
Cc1ccc(-n2c(SCC(=O)N3CCOCC3)nnc2-c2cccnc2)cc1C	-12	.	-17	2	.	-18	3	6	.
CCOc1ccc(NC(=S)N(CCN2CCOCC2)Cc2ccc3c(c2)CCCN3CC)cc1	-23	0.013	-19	8	1	-10	-14	-13	-12
CCCCn1c(SCC(=O)c2ccc3c(c2)OCCO3)nnc1-c1ccoc1C	-4	-0.37	-22	-9	3	-13	.	-11	12
C=CCNC(=S)NNC(=O)COc1ccc(Cl)cc1Cl	1	3.7	-17	-22	-6[fluorescence artefact?]	-1	1	-17	4
O=C(Nc1ccc(F)cc1)c1cccnc1N1CCCCC1	-1	-0.72	-3[20 µM]	-9	-1	-17	10	3	-5[fluorescence artefact?]
Cc1ccc(-c2n[nH]c(=S)n2/N=C/c2cccs2)cc1	6	18*	-20	30	13	-11	-4	28	-5
O=C(NC(=S)N1CCN(c2ccc(F)cc2)CC1)C12CC3CC(CC(C3)C1)C2	-9	3.1	6	-16	7[fluorescence artefact?]	-1	7	-8	-19
CC(C)CCN1CCN(C2CCN(c3ccc4c(c3)OCO4)CC2)CC1CCO (stereo not drawn)	-6	.	-30	-9	5	0	.	-1	-2
Cc1ccccc1Cn1cnc2c([N+](=O)[O-])c(C)c(C)cc21	-5	-1	-12[20 µM]	4	0[fluorescence artefact?]	-10	-10	0	2[fluorescence artefact?]
Cn1c(=O)cc(SCC(=O)NCCC2=CCCCC2)c2ccc(Cl)cc21	-8	-0.022	-16	-5	-5[fluorescence artefact?]	-24	.	1	-10
CCCCNCCOCCSc1ccc(Cl)cc1	-10	0.33	-14	-7	5	-5	9	7	49[fluorescence artefact?]
CC(=O)c1ccc(C(=O)N2CCc3c([nH]c4ccccc34)C2c2ccccn2)s1 (stereo not drawn)	-17	0.019	-18	-2	2	2	-41	-6	-7
c1ccc(OCc2nn3c(-c4ccco4)nnc3s2)cc1	-11	0.18	-5	-19	11	-4	-2	2	-12
O=C(Nc1cc(C(F)(F)F)ccc1N1CCOCC1)c1n[nH]c(=O)c2ccccc12	-1	0.027	-12	-8	-6	-11	4	2	-3
Cc1cc(NC(=O)c2n[nH]c(=O)c3ccccc23)ccc1Br	-14	0.27	-32	4	1	-7	0	1	-13
CC(NC(=O)COc1ccc([N+](=O)[O-])cc1)c1ccccc1 (stereo not drawn)	-1	1.1	-11	2	2	2	11	1	-3
O=C(NCCC1=CCCCC1)c1cc2c(s1)CS(=O)(=O)C2	-13	0.031	-12[20 µM]	-1	-1	-17	8	-2	-3[fluorescence artefact?]
CCOC(=O)c1c(Cl)c(C)nn1-c1nc(OC)cc(OC)n1	-1	-0.21	0	-10	6	9	20	-6	2
O=C(NNC(=O)C1CC=CCC1C(=O)O)c1ccc(Cl)cc1 (stereo not drawn)	17	0.2	-9	17	4	8	2	4	-7
O=C(COc1ccc([N+](=O)[O-])cc1)NCc1ccccc1	0	0.25	-3	2	5	-16	-6	3	6
Cn1nc(C(F)(F)F)cc1Oc1ncc(C(F)(F)F)cc1Cl	6	1.7	-42	3	-2	-8	3	-5	-14
CCc1ccc(C(=O)COC(=O)c2nn(C)c(=O)c3ccccc23)cc1	-8	-0.29	-19	-3	1	-19	2	-6	-8
CCOC(=O)C(=O)c1c(C)cc2ccccn12	-6	-1.4	-27	4	-1	-16	-8	1	-8
CC(=O)C1=C(NC(=O)c2ccc(C(F)(F)F)cc2)C[C@@H]2[C@H]1C2(C)C	-5	0.56	-26	6	-10	-13	7	4	1
O=[N+]([O-])c1c(N2CCN(CCO)CC2)nc2ccccn12	-6	0.23	-7	-6	4	-17	7	-2	-4
COc1ccc(C(O)c2nccn2Cc2ccccc2)cc1OC (stereo not drawn)	7	-1.2	-21[20 µM]	-1	-8	-9	4	0	1
CCCCNC(=O)Cn1c(-c2ccc(OC)cc2)noc1=O	26	0.29	-11	-16	-2[fluorescence artefact?]	-2	-1	-10	4[fluorescence artefact?]
CC(C)c1nnc(NC(=O)CCC(=O)NC2CCCc3ccccc32)s1 (stereo not drawn)	-11	0.29	-9	15	-2	-8	-1	20	-7
Cc1ccc2c(c1)N(CC(=O)NCc1cccnc1)C(=O)CO2	-13	0.17	-21[20 µM]	-6	3	-9	3	-1	-3

Compound activity deposited in PubChem by several laboratories.
